m-calpain inh: inhibitors of pig calpain II, primary screen, biochemical, fluorogenic peptide substrate, 1536-well | actives 0.37% (n = 220,000) | purified calpain II, 30 min | inhibition, % at 16 µM;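 active = inhibition above about 50%, limit read from the data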
TNF death inh: inhibitors of TNF-alpha triggered necroptosis, primary screen, cell-based, Jurkat FADD-/-, single concentration; activation (protection from cell death), % at 10 µM; Jurkat FADD-/- TNF necroptosis rescue, ATP luminescence, 24 h; 0 = TNF only, 100 = no-TNF cells; actives 0.068% (n = 220,000);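 active = activation, meaning protection from cell death, of at least 50% relative to plate controls; inactive = activation below 50%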;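 also: necroptosis triggered by 40 ng/mL TNF-alpha added together with compound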
Mdm2 ligase inh: MDM2-luciferase reporter signal enhancers, primary screen, MDM2 E3 ligase inhibitor project, cell-based, luminescence, 1536-well; E3 ubiquitin-protein ligase Mdm2 (Homo sapiens), Q00987; cell-based MDM2 ubiquitination luciferase reporter, 2 h; 0 = plate control, 100 = twice control, blank-subtracted; signal enhancement, % at 5 µM; actives 0.11% (n = 210,000);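 active = signal enhancement of 30% or more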;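 also: luminescence tracks abundance of the self-degrading MDM2-luciferase fusion protein; higher signal means inhibition of MDM2 E3 ligase activity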
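Buffer or medium: Cells held in DMEM | Assay system: Stable mammalian line carrying autodegrading MDM2–luciferase fusion reporter | Quantity: 2000 cells/well | Times: 4 h settle plus 2 h compound, 37 °C | Doses: One concentration, 5 µM, with 0.2% DMSO | Technique: Luminescence with SteadyLite reagent, 15 min at room temperature | Benchmarks: Plate controls and plate blanks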
Cl transport mod: KCC2 cotransporter modulators, thallium flux, primary screen, cell-based, HEK293 KCC2, FluoZin-2 fluorescence, MLSMR. actives 2.2% (n = 190,000). B-score of Tl+ flux slope (higher = more flux/activation; lower = inhibition) at 10 µM. Solute carrier family 12 member 5 (Homo sapiens), Q9H2X9. KCC2 cells, thallium flux FluoZin-2 fluorescence;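 active = thallium flux slope and its plate-corrected score both differing from the plate sample mean at a set confidence after two filtering rounds, in either direction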;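 also: slope of fluorescence scaled to starting intensity during 10 to 20 s after thallium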
Target sequence (Q9H2X9 whole entry, looked up): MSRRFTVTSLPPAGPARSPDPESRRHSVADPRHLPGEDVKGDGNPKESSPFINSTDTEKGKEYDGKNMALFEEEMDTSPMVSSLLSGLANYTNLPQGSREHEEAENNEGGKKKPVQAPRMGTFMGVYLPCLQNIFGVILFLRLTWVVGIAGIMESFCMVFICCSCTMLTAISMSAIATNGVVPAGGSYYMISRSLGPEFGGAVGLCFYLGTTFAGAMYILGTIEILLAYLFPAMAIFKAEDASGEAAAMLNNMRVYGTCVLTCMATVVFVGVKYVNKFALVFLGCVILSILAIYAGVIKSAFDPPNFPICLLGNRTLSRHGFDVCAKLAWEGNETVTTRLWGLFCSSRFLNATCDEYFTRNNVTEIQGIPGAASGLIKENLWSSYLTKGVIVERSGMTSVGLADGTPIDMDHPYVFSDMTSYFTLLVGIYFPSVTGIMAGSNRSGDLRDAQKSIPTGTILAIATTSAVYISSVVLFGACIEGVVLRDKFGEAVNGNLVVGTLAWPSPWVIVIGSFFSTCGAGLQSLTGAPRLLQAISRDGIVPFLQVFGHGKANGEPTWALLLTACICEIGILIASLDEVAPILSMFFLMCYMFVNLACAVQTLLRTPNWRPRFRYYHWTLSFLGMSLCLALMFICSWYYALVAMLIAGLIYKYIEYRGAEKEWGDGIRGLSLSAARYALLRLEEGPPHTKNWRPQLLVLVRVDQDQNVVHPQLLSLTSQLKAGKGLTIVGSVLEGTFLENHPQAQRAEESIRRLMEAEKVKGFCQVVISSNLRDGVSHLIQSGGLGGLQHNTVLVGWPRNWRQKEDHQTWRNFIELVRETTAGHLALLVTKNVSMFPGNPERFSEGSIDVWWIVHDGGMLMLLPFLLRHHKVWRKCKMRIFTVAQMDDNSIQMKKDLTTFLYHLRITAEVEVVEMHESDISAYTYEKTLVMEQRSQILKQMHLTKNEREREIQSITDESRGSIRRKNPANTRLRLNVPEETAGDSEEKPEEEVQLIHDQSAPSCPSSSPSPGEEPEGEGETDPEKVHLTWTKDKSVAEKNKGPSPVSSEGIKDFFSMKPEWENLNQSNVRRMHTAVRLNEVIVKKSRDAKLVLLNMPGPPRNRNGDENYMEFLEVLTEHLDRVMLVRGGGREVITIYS
PERK inh: block of dimerizer-induced PERK translation repression, primary screen, PERK inhibitor project, CHO PERK-DD cells, SEAP luminescence, HTS; CHO PERK-DD fusion, SEAP luminescence translation reporter; inhibition, % at 5.6 µM; actives 0.17% (n = 220,000); AID 1416, 2008;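 active = inhibition above the mean inhibition of all tested compounds plus 3 SD, set separately per screening campaign, cut at about 2.9% in these data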;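 also: PERK kinase domain activated by AP20187 dimerizer at 100 nM; 0% = DMSO with dimerizer and 100% = rapamycin at 8.4 µM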
L929 necroptosis: inhibitors of zVAD-triggered necroptosis, primary screen, L929 cells | L929 zVAD necroptosis rescue, ATP luminescence, 24 h; with zVAD 60 µM | viability rescue, % at 10 µM | actives 0.38% (n = 220,000) | AID 1377, 2008;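 active = activation, scaled between plate controls, above about 75%, limit read from the data; inactive = activation under that limit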;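 also: 0% = zVAD with DMSO and 100% = DMSO alone without zVAD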
Rad51 HR inh: human RAD51 strand exchange inhibitors, primary screen, biochemical, fluorescence; inhibition, % at 10 µM; DNA repair protein RAD51 homolog 1 (Homo sapiens), Q06609; actives 0.085% (n = 200,000); hRad51 DNA strand exchange, fluorescence dequenching;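 active = inhibition above 40% at the single screening dose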;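 also: 0% = DMSO control wells and 100% = blanks with heterologous ssDNA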
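material = hRad51 filaments on single-stranded DNA | reagent = Donor/quencher-labelled 47-bp dsDNA substrate | compound = 10 µM final, single point | schedule = strand-exchange reaction 15 min at room temperature | measured by = fluorescein emission 520 nm, excitation 485 nm | read-out basis = % inhibition versus plate control and blank means | benchmarks = plate controls and plate blanks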
eIF4E 4G PPI: eIF4E–eIF4G protein interaction inhibitors, primary screen, biochemical, uHTS, TR-FRET, eIF4GI fragment; Eukaryotic translation initiation factor 4E (Mus musculus) + Eukaryotic translation …; TR-FRET eIF4E-eIF4GI(517-606) binding, 2 h; inhibition, % at 21.7 µM; actives 0.37% (n = 220,000); AID 782, 2007;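 active = inhibition above about 30%, limit read from the data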;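 also: 0% = full FRET control wells and 100% = background wells lacking eIF4GI fragment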
EBV gp42 inh: Epstein-Barr virus gp42 inhibitors, primary screen, biochemical, uHTS, fluorescence polarization. AID 1085, 2008. inhibition, % (tested at 21.74 µM). actives 0.42% (n = 220,000). Fluorescence polarization binding assay, mP read-out. Glycoprotein 42 (Epstein-Barr virus (strain AG876)), Q1HVG2; in the data active = inhibition above about 50%
* marks the source's active call; other numbers are inactive results; / = no result given; [ ] = another dose, or the depositor's remark.

SMILES | m-calpain inh | TNF death inh | Mdm2 ligase inh | Cl transport mod | PERK inh | L929 necroptosis | Rad51 HR inh | eIF4E 4G PPI | EBV gp42 inh
Cn1c(=O)n(C)c2cc([N+](=O)[O-])c(N3CCN(C(=O)c4ccccc4Br)CC3)cc21 | -2.3 | -5.0 | -20.1 | 0.128 | -0.7 | -0.4 | -7.2 | 1.5 | 5.7
O=C(CNC(=S)N(CCCN1CCOCC1)Cc1cccs1)NCCCN1CCOCC1 | -4.5 | 0.7 | -9.4 | 0.0385 | 1.6 | 0.9 | -5.0 | -2.5 | -22.4
COc1cc(/C=N/N2C(=O)CSC2=S)ccc1O | -4.3 | -0.7 | -21.4 | / | -0.1 | 0.3 | -8.6 | 1.1[fluorescence artefact?] | -17.9
COCC1CCN(c2nc3nonc3nc2N2CCSCC2)C1 (configuration not stated) | -1.0 | 0.0 | -0.5 | 0.762 | 1.0 | 1.5 | 10.4 | 1.6 | -17.5
CCCc1[nH]nc2c1C(CCc1ccccc1)C(C#N)=C(N)O2 (configuration not stated) | -38.6 | -5.5 | -18.7 | -1.64 | 0.3 | -0.4 | -4.5 | 0.8 | -9.6
CN1CCN(S(=O)(=O)c2ccc(NC(=O)COc3ccccc3)cc2)CC1 | 10.8 | 1.0 | -93.6 | -0.397 | 0.0 | -0.2 | -1.4 | 2.2 | -27.7
O=C(CNCc1cccc2ccccc12)Nc1ccccc1[N+](=O)[O-] | 23.8 | -0.1 | -0.4 | -0.473 | 1.0 | 1.1 | 1.2 | -1.2 | 3.7
CCOC(=O)c1c(C)[nH]c(C)c1C(=O)CSc1nc2ccccc2n1CCOC | 20.4 | -0.1 | -13.4 | 0.202 | -0.7 | 0.7 | -0.8 | -1.0 | 5.8
CCCCC(=O)Nc1cccc(NC(=O)c2ccccc2Br)c1 | 6.9 | -1.9 | -3.5 | / | -0.6 | 0.0 | -5.0 | -2.1 | -2.7
O=C(CSCc1ccc(Cl)cc1)Nc1ccccc1C(=O)N1CCOCC1 | -8.9 | -3.0 | -4.7 | -0.068 | -0.2 | 0.4 | -7.2 | -9.5[fluorescence artefact?] | -1.3
Cc1ccc(CSCCNC(=O)CN(c2cccc([N+](=O)[O-])c2)S(C)(=O)=O)cc1 | 21.6 | -0.1 | -3.8 | -1.73 | 0.1 | -0.1 | -1.1 | -2.5 | 5.7
O=C(C(Cc1ccccc1)n1cccc1)N1CCN(Cc2ccccc2)CC1 (configuration not stated) | 1.4 | 1.1 | -14.9 | / | -1.4 | -0.5 | 1.9 | 2.8 | -12.8
C=CCNC(=O)NC(=O)COC(=O)/C(C#N)=C/c1ccc(OC)cc1 | 14.5 | 1.2 | -4.4 | -1.72 | -0.1 | 1.0 | -37.9 | 4.2 | -14.4
CC(=O)Nc1ccc(/C=C2/Sc3ccccc3C2=O)cc1 | -20.0 | -1.6 | 0.8 | 0.727 | 0.9 | 1.4 | -4.4 | -2.9 | -8.3
Cc1cc(C)cc(CC2CC(=O)N(c3ccc4c(c3)OCCO4)C2=O)c1 (configuration not stated) | 44.2 | -0.2 | -2.9 | / | 0.5 | -0.1 | 4.0 | -7.2 | 0.8
Cc1nnc(SCC(=O)N2c3ccccc3CC2C)s1 (configuration not stated) | -9.9 | 2.6 | 0.0 | -0.0778 | -1.0 | 0.0 | -3.4 | -2.6[fluorescence artefact?] | -7.0
COc1ccc(OC)c(CCNC(=O)CS(=O)(=O)Cc2nc(-c3ccc(C)cc3)oc2C)c1 | -5.5 | -1.8 | -10.5 | / | 0.9 | -0.2 | 5.0 | 1.2 | -16.3
O=c1cc(CSc2ccccc2)nc(-c2ccccc2)[nH]1 | -30.9 | 1.3 | -8.1 | -1.67 | 0.3 | -0.1 | -2.4 | -2.8 | -10.6
O=C1N/C(=C/c2cccn2-c2ccccc2)C(=O)N1c1cccc(Cl)c1 | 28.2 | 0.9 | -1.8 | 0.568 | -1.1 | 1.3 | -2.0 | 5.6 | -30.4
CC(C)(C)c1ccc(NC(=O)COC(=O)c2ccc(NS(=O)(=O)c3ccc(F)c(F)c3)cc2)cc1 | -40.8 | 4.0 | -8.6 | -0.359 | 1.2 | 64.0 | 7.2 | 7.2 | -9.1
O=C(NCCOC(=O)c1ccc(Cl)cc1)c1cccnc1 | 11.0 | -0.2 | 2.2 | 1.83 | 0.2 | -0.4 | 5.3 | -0.4 | -6.7
CCOC(=O)N1CCN(C(=O)c2ccc(N(Cc3ccc(C)cc3)S(C)(=O)=O)cc2)CC1 | 2.3 | -1.6 | -11.1 | -0.621 | -0.9 | -1.1 | 4.4 | -1.6 | -8.0
O=C(Cn1nnc(N2CCCCC2)n1)c1ccc(Cl)c(Cl)c1 | 28.9 | -0.4 | -7.1 | -0.13 | 0.0 | 0.4 | -5.4 | 7.9 | 0.8
CC(C)(C)C(=O)Nc1ccccc1C(=O)N1CCCC1 | 12.9 | -0.3 | 4.2 | -0.088 | 0.1 | -0.2 | -2.3 | 0.4 | -11.8
CCOC(=O)c1sc(=NC(=O)c2ccccc2)n(C)c1C | -33.6 | 18.5 | -19.6 | 0.323 | 0.2 | 3.0 | -0.5 | -3.3 | -16.2
Cc1ccc(Oc2nc3ccccc3n3cccc23)cc1 | -5.1 | -3.3 | -18.6 | 0.113 | 0.9 | 0.4 | -1.6 | 1.0 | -2.3
C/C(CC(=O)Nc1c(C)cc(C)cc1C)=N\NC(=O)OC(C)(C)C | -3.9 | 3.6 | -2.3 | 1.15 | 0.4 | / | 11.1 | 6.8 | -1.3
CCOC(=O)C1CCCN(c2c(NCCC(C)C)c(=O)c2=O)C1 (configuration not stated) | -21.3 | 1.6 | -11.7 | -0.431 | 0.6 | 0.5 | / | -2.5 | -4.9
O=C(NCc1ccccc1)c1ccc(F)c(S(=O)(=O)N2CCOCC2)c1 | 22.1 | -1.9 | -8.7 | / | 1.2 | 0.2 | -2.6 | -8.0 | 6.7
O=C(CCN1CCCCC1)Nc1ccccc1 | -14.9 | 0.3 | -12.8 | 2.16 | -0.2 | 0.7 | / | -2.2 | 0.0
CC(C)N(Cc1nc(-c2ccccc2)no1)C(=O)CCCN1C(=O)c2ccccc2C1=O | 64.4* | 0.0 | -21.1 | -0.712 | -1.1 | -0.7 | -0.4 | 4.1 | -8.4
COc1ccc(CC(=O)NC(=S)NNC(=O)COc2c(C)cccc2C)cc1 | -9.7 | 0.4 | 4.6 | 7.27* | -0.3 | -0.8 | / | -2.8 | 6.1
Cc1cccc(C(=O)N(NC(=O)Oc2ccccc2)C(C)(C)C)c1 | -2.1 | 1.9 | -1.3 | 0.174 | 0.2 | 1.9 | / | 3.0[fluorescence artefact?] | 2.4
CC1=NN(c2ccccc2)C(=O)/C1=C\C=C1\N(C)c2ccccc2C1(C)C | 23.5 | -3.3 | -9.4 | -1.55 | -0.6 | 1.9 | -32.8 | -1.1 | -159.6
COc1ccc(-c2nc3ccncc3[nH]2)cc1OC | -165.4 | -4.2 | 3.2 | 0.375 | 0.7 | 0.6 | 3.5 | 4.8 | 1.0
O=C(Nc1cn(-c2ccccc2)nc1-c1cccs1)c1ccco1 | -23.8 | -6.3 | -21.9 | -1.02 | -0.7 | -0.1 | -3.9 | 1.5[fluorescence artefact?] | -6.6
CCOC(=O)CC(NC(=O)c1cc2cc(Cl)cc(Cl)c2oc1=O)c1cccc([N+](=O)[O-])c1 (configuration not stated) | 19.9 | 2.4 | -22.1 | -0.0174 | 1.4 | 1.5 | 7.0 | -0.7 | -15.0
CC1NC2(C(=O)N(Cc3ccccc3)c3ccccc32)C2C(=O)N(c3ccccc3)C(=O)C12 (configuration not stated) | 4.5 | -0.1 | -13.0 | 0.612 | 0.4 | 2.0 | -1.3 | 0.0[fluorescence artefact?] | -9.1
CC(C)CNC(=O)C1CCCN(S(=O)(=O)c2ccc(-n3cnnn3)cc2)C1 (configuration not stated) | 21.3 | -2.3 | -12.4 | 0.127 | 0.1 | 0.7 | / | -3.5 | 0.8
N#Cc1c(-c2ccccc2Cl)noc1/C=C/Nc1ccc(C(=O)O)cc1 | 30.2 | 1.6 | -10.6 | -2.39 | 0.9 | 0.2 | -4.3 | -1.4 | 27.9
Cc1ccc(N(Cc2ccccc2F)S(C)(=O)=O)cc1C | 29.8 | 1.1 | -9.8 | / | 1.8 | -0.9 | -3.8 | 6.5[fluorescence artefact?] | -3.4
CCOC(=O)N1CC=C2C(C#N)=C(N)C(C#N)(C#N)[C@H](c3ccsc3)[C@H]2C1 | -29.3 | -2.5 | -26.4 | 0.0126 | 0.5 | 0.0 | -0.1 | -10.0 | -14.4
NC(=O)c1ccccc1OCC(=O)c1ccc(Cl)cc1 | -1.6 | -0.2 | 2.0 | 0.0211 | -0.1 | 3.3 | -9.1 | 0.3 | 0.3
Cc1ccc(C(=O)COC(=O)c2cnccn2)cc1 | 13.9 | 0.2 | -14.5 | / | 2.3 | 1.0 | 2.4 | 4.3 | 1.2
CCOC(=O)C1(CCOc2ccccc2)CCN(Cc2ccc3c(c2)OCCO3)CC1 | 35.2 | -0.3 | -11.2 | 0.294 | -0.3 | -1.1 | -3.6 | 1.4 | -2.8
O=C1Nc2ccccc2C1(O)c1ccccc1 (configuration not stated) | 3.8 | -0.1 | -12.8 | -0.0273 | -0.8 | 0.0 | -2.3 | 2.2 | 5.0
CCOC(=O)CSc1nc2ccccc2n1CC(=O)N1CCN(c2ccccc2)CC1 | 4.8 | 0.0 | -2.5 | 0.0124 | -1.3 | -0.2 | 11.6 | -1.5 | -8.2
Cc1ccc(NC(=S)N2CCCCC2)cc1C | -15.4 | 3.3 | -4.9 | -0.271 | 0.7 | 0.6 | 21.6 | -1.2 | -21.4
NS(=O)(=O)c1ccc(CNC(=O)/C=C/c2ccco2)cc1 | -15.3 | -1.2 | -4.4 | 0.0682 | -0.4 | 0.6 | 8.1 | 6.2 | 10.9
O=S1(=O)NC(=NCCc2ccccn2)c2ccccc21 | -28.9 | -0.3 | -2.6 | 0.505 | 0.6 | 3.1 | 1.6 | 0.0 | -4.0
O=C(COc1ccccc1F)N1c2ccccc2CCc2ccccc21 | 17.3 | 0.8 | -2.1 | -0.825 | -0.1 | 0.6 | -11.8 | -4.9 | -11.5

Looked up by structure from the list above:
SMILES | m-calpain inh | TNF death inh | Mdm2 ligase inh | Cl transport mod | PERK inh | L929 necroptosis | Rad51 HR inh | eIF4E 4G PPI | EBV gp42 inh
Cc1ccc(N(Cc2ccccc2F)S(C)(=O)=O)cc1C | 29.8 | 1.1 | -9.8 | / | 1.8 | -0.9 | -3.8 | 6.5[fluorescence artefact?] | -3.4
Cc1ccc(C(=O)COC(=O)c2cnccn2)cc1 | 13.9 | 0.2 | -14.5 | / | 2.3 | 1.0 | 2.4 | 4.3 | 1.2

Compound activity: PubChem BioAssay, several laboratories
